DENV2 CPE rescue: inhibitors of DENV2 cytopathic effect, primary screen, cell-based, plate reader, single concentration; CPE inhibition, % at 9.99 µM; 350,000 compounds, 1.7% hits; DENV2-infected cells, cytopathic effect rescue; in the data active = CPE inhibition above about 20%, passing the limit was not always enough; inconclusive = no clear call, values can overlap the other calls; tested in BHK-21 cells;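 note: 0% = median of neutral control wells and 100% = median of positive control wells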
GSIS activator: GLuc luminescence reporter in INS-1E cells, primary screen for activators of glucose-dependent secretion of insulin; INS-1E GLuc reporter insulin secretion, 2-3 h; activation, % at 16.6 µM; 370,000 compounds, 0.61% hits; AID 743287, 2014;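 active = lowest replicate activation of at least 40%, so every replicate reaches that level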;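 note: 0% = median of neutral control wells and 100% = median of IBMX positive control wells; some compounds called inactive have numbers as strong as hits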
miR-122 sensor: miR-122 Renilla sensor signal increase in Huh7, primary screen, miR-122 inhibitor project, cell-based, single point, plate reader | Huh7 miR-122 Renilla luciferase sensor, 48 h; neutral wells = 0, positive control = 100 | activation (reporter increase), % at 12.5 µM | 340,000 compounds, 0.3% hits;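 active = mean replicate activation score at least 90 and every replicate individually at or above 90; inconclusive = only one of the two criteria met; inactive = neither criterion met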;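 note: higher luciferase means less miR-122 activity so hits act as miR-122 inhibitors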
FN deposit inh: inhibitors of fibronectin matrix deposition, primary screen, AH1F cells, Alexa488-fibronectin fluorescence, plate reader | AH1F fibroblasts, overnight | inhibition, % at 12.6 µM | 350,000 compounds, 0.086% hits;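 active = mean inhibition across replicates of 30% or more, regardless of how many single replicates reach that level; inconclusive = mean under 30% yet at least half of replicates reach 30%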;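 note: positive control wells lacked labelled fibronectin entirely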
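Test system: AH1F fibroblast monolayer depositing Alexa488-labelled fibronectin into matrix. Input: 10000 cells per well. Technique: fluorescence, ex 485 nm, em 525 nm. Buffer or medium: DMEM plus 2% serum, read in PBS. Timing: 1 h cell adhesion before compound, then overnight fibronectin incubation. Compound: single dose, pinned. Read-out basis: inhibition from reduced deposited-fibronectin fluorescence.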
PAX8 reporter: inhibitors of PAX8-driven TPO luciferase reporter, primary screen, RMG-I cells, single concentration | SteadyGlo, 24 h | inhibition, % at 12.6 µM | 360,000 compounds, 1.2% hits | AID 652154, 2013;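 active = mean replicate inhibition at least 60% with every replicate also reaching 60%; inconclusive = only one of the two criteria is met; inactive = mean below 60% and not all replicates reaching 60%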;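 note: luciferase light reporting Pax8 driven TPO promoter activity; plate controls were median of neutral control wells for no effect and mitoxantrone controls for full effect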
EWS-Fli inh: EWS/Fli-driven NR0B1 reporter inhibitors, primary screen, A673 cells, NR0B1 luciferase, luminescence, MLPCN library | viability-normalised | inhibition, % at 12.6 µM | 350,000 compounds, 0.67% hits | AID 651661, 2012;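 active = mean inhibition of at least 50% after viability correction, with every replicate also passing that limit; inconclusive = mean reaches 50% but only one of two replicates passes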;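 note: firefly luciferase signal divided by Alamar Blue viability fluorescence both relative to DMSO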
CFTR F508del cor: F508del CFTR correction, initial screen, CFBE line, single point | CFBE cells, YFP halide quenching; stimulated with forskolin plus potentiator P3; % fluorescence drop versus neutral controls | activity (quench increase), % at 7.58 µM | 350,000 compounds, 0.36% hits | AID 720511, 2013;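 active = mean added fluorescence quench of at least 8% versus neutral control, with both replicates also reaching 8%; inconclusive = only one of the mean or replicate conditions met; inactive = mean below 8% and not both replicates reaching 8%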;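 note: cells transiently co-express mutant CFTR-F508del with the halide-sensitive YFP; corrector assay measuring rescue of mutant channel to the surface after 24 h compound exposure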
Active calls of the source: *; ? = inconclusive; / = not tested or not shown; & = joins results of further samples; [ ] = remark or other dose.

SMILES	DENV2 CPE rescue	GSIS activator	miR-122 sensor	FN deposit inh	PAX8 reporter	EWS-Fli inh	CFTR F508del cor
CC1(C(=O)NS(=O)(=O)c2ccc(Br)cc2)CCN1C(=O)c1cccc(F)c1 (stereo not drawn)	4	-4	-4	/	-11	5	-2.2
COc1ccc2c(c1)c1nc3ccccc3nc1n2Cc1ccc(OC)c(OC)c1	/	15	/	-1	18	/	/
O=C(CNC(=O)c1cccs1)OCC(=O)c1ccccc1	4	-2	-2	/	/	-5	1.8
C[C@@H](NC(=O)[C@H]1N[C@H]2c3ccc(-c4cccnc4)c(=O)n3C[C@H]2[C@@H]1CO)c1ccccc1	0	-7	/	/	/	-5	/
CCOC(=O)CCCCC(=O)c1[nH]c(=O)[nH]c1CSc1nc(C)cc(=O)[nH]1	-1	-14	-6	/	/	2	-0.6
COc1ccc2c3c([nH]c2c1)[C@@H](CO)N(C(=O)C1CC1)CC31CN(S(C)(=O)=O)C1	-11	15	/	/	-12	2	0.7
CO[C@H]1CN(C)C(=O)c2cc(NC(=O)c3ccccc3)ccc2OC[C@H](C)NC[C@H]1C	-13	-1&29	3[16.7 µM]	1&-13	1	9	-2.3
C[C@H](O)C#Cc1ccc([C@H]2[C@H](CO)N3CCCCN(C(=O)c4ccc(F)cc4)C[C@@H]23)cc1	41*	19	-26[16.7 µM]	/	21	-1	-5.7
COCCn1c(=S)[nH]c2cc(C(=O)NC3CCCCC3C)ccc2c1=O (stereo not drawn)	-10	/	-4	-1	-8	6	1.3
O=C1C=CC(=O)N1CCCCCCN1C(=O)C=CC1=O	/	202*	/	48*	109*	/	/
CCC1(C(=O)OC)NC(c2ccccc2OC)C2C(=O)N(C)C(=O)C21 (stereo not drawn)	/	5	-3	2	-10	/	/
COc1ccccc1-n1cnnc1SCC(=O)Nc1cccnc1Cl	0	11	-6	-10	2	-2	2.1
C[C@H](O)C#Cc1ccc2c(c1)O[C@H](CN(C)Cc1ccc(-c3ccccc3)cc1)[C@H](C)CN([C@H](C)CO)S2(=O)=O	-2	-14	-16[16.7 µM]	/	41	12	-2.4
Cc1cc(=O)oc2cc(OC(C)C(=O)NCC3CCC(C(=O)O)CC3)ccc12 (stereo not drawn)	7	8	-6	/	/	-9	-0.4
CC(C)CCC(CC(C)O)c1n[nH]c(=S)n1-c1ccccc1 (stereo not drawn)	/	11	/	1	30	/	/
CC(C)(CCl)C(=O)Nc1ccc(OC(F)(F)F)cc1	/	12	/	-5	-16	-11	0.4
COCCNC(=O)Cn1c(=O)n(CCCCCC(=O)Nc2ccccc2)c(=O)c2sccc21	8	/	/	-2	-12	-18	/
CC/C=C/C(=O)N1CC2(CC(c3cccc(NC(=O)COc4ccc(Cl)cc4)c3)=NO2)C[C@H]1C(N)=O (stereo partly drawn)	22*	-15	-1	5	-8	12	-1.1
COc1cccc(CNC(=O)c2cccnc2Sc2ccccc2)c1	-10	48*	-7	1	-16	/	-0.5
Cn1cc(SCC(=O)Nc2ccc3c(c2)OCO3)c2ccccc21	-7	-4	13	-1	0	6	2.6
CCCNC(=O)COC(=O)c1ccc(Cl)c(S(=O)(=O)N2CCCC2)c1	/	/	-1	1	-2	/	/
O=C(N/N=C/c1cccc(O)c1)c1cc(-c2ccccc2)nc2ccccc12	2	-2	4	6	20	-1	2.7
Nc1cc(N)nc(SCC(=O)Nc2ccccc2N2CCOCC2)n1	4	5	-11	-10	0	-5	1.0
CCC(=O)Nc1ccc2c(c1)OC[C@H](C)N(Cc1ccccn1)C[C@H](C)[C@@H](OC)CN(C)C2=O	9	-1	/	3	-5	4	-1.8
CC(=O)Nc1cccc(-c2cn3ccccc3n2)c1	5	-1	/	6	-71	-46	-2.6
CN(C)c1ccc2c(c1)[C@H]1C[C@H](CC(=O)NCCc3ccccc3)O[C@H](CO)[C@H]1O2	-4	-1	1[16.7 µM]	/	-2	3	1.8
COc1ccc(S(=O)(=O)N(C)C[C@H]2Oc3c(NC(=O)Nc4c(C)noc4C)cccc3C(=O)N([C@H](C)CO)C[C@H]2C)cc1	/	7	-1[16.7 µM]	4	/	-2	-1.0
Cc1ccccc1-c1nnc(CS(=O)(=O)c2ccccc2)o1	-4	-1	-3	5	-157	-66	-2.2
O=S(=O)(Cc1ccccc1)N1CCCCN2[C@H](CO)[C@H](c3ccc(-c4ccc(F)cc4)cc3)[C@@H]2C1	10	-13	-13[16.7 µM]	/	3	2	-1.3
Cc1noc(C)c1NC(=O)Nc1ccc2c(c1)C(=O)N([C@H](C)CO)C[C@@H](C)[C@H](CN(C)C(=O)Nc1c(C)noc1C)O2	2	4	2[16.7 µM]	/	-11	-3	-1.2
COc1ccc(C2CC3(CC(C)(C)NC(SC)=N3)Oc3cc(O)cc(C)c32)cc1 (stereo not drawn)	4	-44	/	2	6	12	/
C[C@H](CO)N1C[C@H](C)[C@@H](CN(C)Cc2ccc(Oc3ccccc3)cc2)Oc2ccc(N(C)C)cc2CC1=O	-6	-16	-2[16.7 µM]	1	36	7	-2.3
CCOC(=O)CCNCc1ccc(F)cc1	13	-14	-4	7	10	-5	-1.5
COc1cc(OC)c(NC(=O)CN(C)S(=O)(=O)c2ccc3[nH]c(=O)oc3c2)cc1Cl	10	3	/	-7	-5	/	-1.3
CC(=O)c1ccc(NC(=O)C2C3C=CC(O3)C2C(=O)O)cc1 (stereo not drawn)	9	21	/	1	-19	-9	0.7
CCc1cc2c(=O)c(-c3ccc4c(c3)OCCO4)c(C)oc2cc1OS(C)(=O)=O	/	-4	-4	4	30	/	/

Ordered by the number under CFTR F508del cor (descending): 3 of the compounds above.
compound,CFTR F508del cor
CN(C)c1ccc2c(c1)[C@H]1C[C@H](CC(=O)NCCc3ccccc3)O[C@H](CO)[C@H]1O2,1.8
CCOC(=O)CCNCc1ccc(F)cc1,-1.5
CO[C@H]1CN(C)C(=O)c2cc(NC(=O)c3ccccc3)ccc2OC[C@H](C)NC[C@H]1C,-2.3

Later entries.
SMILES	DENV2 CPE rescue	GSIS activator	miR-122 sensor	FN deposit inh	PAX8 reporter	EWS-Fli inh	CFTR F508del cor
CCCCC(=O)Nc1c(-c2cccc(OC)c2)c(=O)c2ccccc2n1C	12	0	-7	-1	21	-9	1.0
CCN(CC)S(=O)(=O)c1ccc2c(c1)c(=O)c(C(=O)N1CCc3ccccc3C1)cn2C	/	-15	19	-16	21	/	/
Cc1cc(Cl)cc(Cl)c1OCCOCCN(C)C	-6	-9	-4	-6	-3	16	/
COc1ccc(Cc2nc3ccc(C(=O)N(C)CC4COCCO4)cc3o2)cc1 (stereo not drawn)	-2	5	-6	/	-94	-42	-1.8
COc1ccc(Br)cc1CN(C)C(C)C(=O)Nc1cccc(C(C)=O)c1 (stereo not drawn)	15	-15	/	7	7	6	-2.3
O=C(C[C@@H]1CC[C@H]2[C@@H](COC[C@H](O)CN2C(=O)Cc2ccccc2)O1)NC1CCCC1	10	2	2[16.7 µM]	2	8	-19	-0.7
O=C(NCc1ccc(-c2nc3ccccc3s2)cc1)c1cc2ccccc2o1	/	54	/	-2	-8	/	/
O=C(CSc1ncn[nH]1)N/N=C/c1ccc(F)cc1	-10	0	-7	13	5	/	-0.8
Cc1ccc(Sc2nnc(Cc3ccccc3)c3ccccc23)cc1	/	-14	-3	-7	/	/	/
CC(O)c1nc(C(C)O)n(CC(=O)c2ccccc2)n1 (stereo not drawn)	-16	/	/	0	8	-7	1.5
CCCCn1c(NCc2cc(C)ccc2O)nc2ccccc21	?	-47	2	7	0	28	3.5
O=C(NC(=S)Nc1ccc2oc(=O)ccc2c1)c1ccco1	2	-6	4	3	-19	-34	-1.0
O=C(C[C@H]1CC[C@@H]2[C@H](COC[C@@H](O)CN2Cc2ccc(Oc3ccccc3)cc2)O1)N1CCc2ccccc2C1	10	/	-9[16.7 µM]	/	26	32	4.2
CCOC(=O)CNC(=O)COc1coc(CN2CCN(Cc3ccccc3)CC2)cc1=O	-6	-6	-1	-2	13	/	1.6
CCCN1[C@@H]2c3ccc(-c4ccccc4)c(=O)n3C[C@@H]2[C@@H](CO)[C@@H]1C(=O)NCC(F)(F)F	-7	-5	5[16.7 µM]	/	7	4	-2.3
CC1(C)OC(=O)C2=C(C[C@@H](C3CCCCC3)O[C@@H]2c2ccc(Cl)cc2)O1	-9	24	/	-4	-25	1	-0.6
CCc1ccc(C(=O)c2cnc3ccc(OC)cc3c2N2CCN(CC)CC2)cc1	20	10	1	-10	6	1	-1.9
Cc1ccc(C(=O)N/C(=C/c2ccc(C(C)C)cc2)C(=O)NCCCN2CCOCC2)cc1	?	42	3	3	15	9	-2.5
CN(C)C(=O)c1ccc(NC(=O)c2ccccc2SCC(=O)N2CCCC2)cc1	-2	/	-3	1	-13	-9	-2.3
Cc1cc(NC(=O)c2ccc(OCC3CCCO3)cc2)ccc1Br (stereo not drawn)	-9	/	-10	-5	-107	-34	-0.1
COc1cnc(-c2ccccn2)nc1Sc1c(Cl)cccc1Cl	/	/	-1	3	-1	/	/
C(=N\Nc1nc(Nc2ccccc2)nc(Nc2ccccc2)n1)/c1cccnc1	/	-33	/	19	8	/	/
Cc1cccc(C)c1OCC(O)CN1CCCCC1 (stereo not drawn)	-2	0	-2	12	3	-4	0.2
C[C@H](CO)N1C[C@H](C)[C@@H](CN(C)S(=O)(=O)c2cn(C)cn2)Oc2ccc(NC(=O)Nc3ccc4c(c3)OCO4)cc2C1=O	7	7	2[16.7 µM]	2	-20	4&-13	2.9&1.1
CCCN(CCC)CCCNC(=O)c1cc2c(=O)[nH]c3ccccc3c2s1	5	-11	-10	-4	-6	-7	-0.8
O=C(NCc1cccs1)C(=O)NCC(c1ccco1)N1CCN(c2ccccc2F)CC1 (stereo not drawn)	3	-6	/	-6	1	2	1.1
CCN(CC)CCNC(=O)c1ccc(NC(=O)c2cccc(S(=O)(=O)N3CCc4ccccc43)c2)cc1	-6	-11	/	-1	/	6	-0.3
C[C@H](CO)N1C[C@H](C)[C@H](CN(C)C(=O)Nc2ccc(F)cc2)Oc2ncc(C#Cc3ccc(C(F)(F)F)cc3)cc2C1=O	2	-10	-9[16.7 µM]	/	/	6	3.9
CC1C(=O)N2CCCc3cc(S(=O)(=O)N4CCN(c5ccc(F)cc5)CC4)cc1c32 (stereo not drawn)	5	-1	3	8	16	/	0.3
Cc1ccc(C(=O)NCC(=O)Nc2ccncc2)cc1C	3	6	/	8	26	16	-1.3
CCCCNC(=S)N(C)/N=C/c1ccc(OCC(=O)Nc2c(C)cc(C)cc2C)c(OC)c1	-9	-10	/	-21	29	17	/
CC(=O)Nc1ccc(S(=O)(=O)N(C)CC(=O)OCC(=O)N2CCCCC2)cc1	1	-6	/	4	-1	0	1.6
COC(=O)CN1C(=O)CSc2ccc(S(=O)(=O)N3CCC(C)CC3)cc21	4	-20	3	3	-15	4	1.2
C[C@@H]1CCCCO[C@H](CN(C)C(=O)CCC(F)(F)F)[C@@H](C)CN([C@@H](C)CO)C(=O)c2cc(NC(=O)CCC(F)(F)F)ccc2O1	-2	-3	16[16.7 µM]	-14	15	8	2.1
CCN(CC(=O)Nc1ccc(NC(C)=O)cc1)C(=O)c1c(C)nn(Cc2ccc(C)cc2)c1Cl	16	14	-7	10	-4	-5	2.4
N#Cc1ccc(-c2nc3c4ccccc4ccn3c2CC2CCCCC2)cc1	0	/	/	-7	-15	-10	0.8
CO[C@@H]1CN(C)C(=O)c2cc(NC(=O)Nc3cccc(F)c3)ccc2OC[C@@H](C)N(C)C[C@@H]1C	4	-5	11[16.7 µM]	-4	/	5	-2.1

Source: PubChem BioAssay
